# TRHR agonist = TRH receptor (human) agonism; P34981; TRHR cells, calcium flux fluo-8, FDSS agonist mode; activation, % at 2 µM; actives 0.18% (n = 360,000); AID 493084; in the data active = activation above about 30%; note: 0% is about no effect
#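 Read-out: compound-evoked intracellular calcium rise in TRHR cells, fluo-8 dye, kinetic FDSS fluorescence at 1 s/cycle following a 10-cycle baseline. Cells cultured overnight before dye loading (30 min–1.5 h, RT).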
# D2 antagonist = D2 dopamine receptor (human) antagonism; P14416; HEK293 TREx D2 cells, calcium flux, dopamine EC80; inhibition, % at 10 µM; AID 485344; actives 2% (n = 340,000); in the data active = inhibition above about 30%; note: 0% is about no effect
# Target sequence (P14416 whole entry, looked up): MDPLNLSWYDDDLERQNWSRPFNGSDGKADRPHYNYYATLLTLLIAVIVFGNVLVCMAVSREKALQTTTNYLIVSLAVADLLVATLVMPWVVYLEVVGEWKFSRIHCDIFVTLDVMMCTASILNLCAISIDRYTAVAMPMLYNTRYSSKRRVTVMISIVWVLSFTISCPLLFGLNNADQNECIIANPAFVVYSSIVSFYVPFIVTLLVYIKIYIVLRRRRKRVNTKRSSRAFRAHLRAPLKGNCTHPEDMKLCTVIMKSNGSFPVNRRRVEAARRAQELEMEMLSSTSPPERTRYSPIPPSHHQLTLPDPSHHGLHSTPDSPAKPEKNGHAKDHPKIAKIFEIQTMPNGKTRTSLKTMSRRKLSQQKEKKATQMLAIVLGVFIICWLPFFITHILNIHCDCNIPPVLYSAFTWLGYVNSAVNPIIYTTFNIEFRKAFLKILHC
#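 HEK293 T-REx D2 cells, tet-induced, calcium dye no-wash. Cpd pintool add, 180 s kinetic, then EC80 DA, 180 s kinetic. Ca flux read.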
# TrxR1 inh = rat TrxR1 inhibition; O89049; recombinant rTrxR1, NADPH fluorescence consumption, selenite substrate; Potency, µM (highest dose often 114 µM), for the others: at the top dose activity change, negative = inhibition, usual class: inhibitors; actives 1% (n = 390,000); AID 588453; note: potency is the fitted concentration of half-maximal effect; % is set by controls: 0 for no effect and ±100 for the full control effect; nearly all actives have a fitted effect of over 65% in size
#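 Rat TrxR1 (90 nM in the dispensed reagent) was pre-reduced with 400 uM NADPH for 5 min at room temperature, then incubated with compound for 15 min. After 400 uM selenite was added, NADPH fluorescence (Ex 340/Em 450 nm) was followed for 8 min.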
# D2 agonist = agonists of human D2 dopamine receptor | actives 0.53% (n = 340,000) | HEK293 T-REx D2 cells, calcium flux agonist mode | activation, % at 2 µM | P14416;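 active = activation over 3 SD above normal in the single-dose calcium agonist read, cut at about 30% in these data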; note: 0% is about no effect
#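 HEK293 Trex D2 cells, tetracycline-induced, o/n 30 C 5% CO2; no-wash Ca dye, RT 30–90 min; 10-cycle baseline, 23 nl cpd added, kinetic Ca read 180 s; agonist hits = positive Ca response.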
# TrxR1 substrate = is turned over as a substrate by rat TrxR1; AID 588456; actives 0.01% (n = 390,000); O89049; purified TrxR1 substrate turnover, NADPH consumption readout; Potency, µM (highest dose often 114 µM), for inactives: at the highest dose activity change, negative = substrate turnover; note: potency is the fitted concentration of half-maximal effect; % is set by controls: 0 for no effect and ±100 for the full control effect; nearly all actives have a fitted effect of over 50% in size
#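 Rat TrxR1, dispensed at 90 nM, was prereduced with 400 uM NADPH (final) for 5 min at ~22 deg C, then incubated with compound 15 min before 400 uM selenite. A first-read NADPH fluorescence drop versus no-compound background flagged substrates.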
# TRHR PAM = allosterically enhances the human TRH receptor; P34981; TRHR cells, fluo-8 calcium fluorescence, EC20 TRH enhancement; enhancement, % at 2 µM; actives 0.66% (n = 360,000); AID 493056; in the data active = enhancement above about 30%; note: 0% is about no effect
#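 Enhancer read-out: after compound pinning and an initial kinetic agonist-mode read, an EC20 of TRH (10 nM final) was injected and fluo-8 calcium signal (Ex 480/Em 530) followed at 1 s/cycle for 100 cycles in TRHR-expressing cells.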
# mIDH1 inhibitor = human IDH1 R132H inhibition. IDH1-R132H enzyme, NADPH consumption, diaphorase/resazurin fluorescence. Potency, µM (series often up to 76.6 µM), for the others: at the highest dose activity change, negative = inhibition, usual class: inhibitors. actives 0.093% (n = 390,000); note: potency is the fitted concentration of half-maximal effect; % is set by controls: 0 for no effect and ±100 for the full control effect; nearly all actives have a fitted effect of over 65% in size
#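 IDH1-R132H (0.5 ug/mL) preincubated 30 min with compound, then NADPH (0.016 mM) and alpha-KG (2 mM) added; 80 min at RT, pH 7.5. Remaining NADPH coupled via diaphorase/resazurin to fluorescence (540/590 nm); concentration-response curves normalized to no-enzyme control.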
# PI4K2A inh = PI4K2A (human) kinase inhibition; actives 0.13% (n = 420,000); AID 1346378; activity change, negative = inhibition, % at 76.9 µM; Q9BTU6; purified PI4K2A, ADP-Glo luminescence, 1 h; hits give low values; in the data active = activity change below about -50%; inconclusive = mostly about -30% to -49%;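 note: -100% = wells without enzyme as full effect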
# Target sequence (Q9BTU6 whole entry, looked up): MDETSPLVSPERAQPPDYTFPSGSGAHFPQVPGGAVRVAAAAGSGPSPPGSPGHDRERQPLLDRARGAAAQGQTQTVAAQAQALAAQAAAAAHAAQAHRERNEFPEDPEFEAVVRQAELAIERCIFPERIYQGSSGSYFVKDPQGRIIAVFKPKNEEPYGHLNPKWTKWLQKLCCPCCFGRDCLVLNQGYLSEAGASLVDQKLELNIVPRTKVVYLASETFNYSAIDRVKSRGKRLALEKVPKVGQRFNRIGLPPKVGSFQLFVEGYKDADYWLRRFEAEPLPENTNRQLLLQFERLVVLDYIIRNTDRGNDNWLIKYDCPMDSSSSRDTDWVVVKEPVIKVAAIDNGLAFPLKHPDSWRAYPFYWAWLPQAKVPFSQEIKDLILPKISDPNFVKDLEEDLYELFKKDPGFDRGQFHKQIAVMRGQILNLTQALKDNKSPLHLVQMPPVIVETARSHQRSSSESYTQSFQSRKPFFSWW
#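 PI4K2A activity was measured by ADP-Glo luminescence: enzyme (4 ug/mL stock) and phosphatidylinositol (1.2 mM stock) in Tris pH 7.5/MgCl2/EGTA/Triton X-100 buffer were reacted with ATP (300 microM stock) for one hour at ambient temperature.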
# USP1 inh = inhibitors of human USP1/UAF1 deubiquitinase | O94782 | recombinant USP1/UAF1, Ub-Rhodamine cleavage fluorescence | Potency, µM (highest dose often 57.1 µM), for the others: at the top dose activity change, negative = inhibition, most hits filed as inhibitors | actives 0.23% (n = 390,000); note: potency is the fitted concentration of half-maximal effect; % is set by controls: 0 for no effect and ±100 for the full control effect; nearly all actives have a fitted effect of over 60% in size; inactives centre near -12
#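 USP1/UAF1 complex at 1 nM was preincubated with compound for 15 min at room temperature, then Ub-Rho substrate (150nM final) was added. Fluorescence (480/540 nm) was read kinetically, 6 reads every 60 seconds.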
# An asterisk follows results filed as active; ? = inconclusive; nt = not tested or not shown; [ ] = remark or other dose. Unless noted, calls come from the whole dose curve; as a rule, active = well fitted inhibition curve with a large enough effect; inconclusive = small, poorly fitted or top-dose-only effect; inactive = no such curve, though single readings can be large or run the other way.
1. CCOC(=O)c1ccc(N=c2ssnc2Cl)cc1
2. CCc1c(C)nc2ncnn2c1N1CCCC(C(=O)Nc2ccc(NC(C)=O)cc2)C1 (stereo not given)
3. Cc1ccc(N2CCN(C(=O)c3c4c(nc5ccccc35)C(=O)N(C3CCCCC3)C4)CC2)c(C)c1
4. Cc1ccc(NC(=O)CN2C(=O)CCc3cc(S(=O)(=O)N4CCCCC4)ccc32)cc1N(C)C
5. Cc1c(NC(=O)CSc2ccccc2Cl)c(=O)n(-c2ccccc2)n1C
6. COc1ccc(Cl)cc1NC(=O)CSc1nnc(CNC(=O)c2ccco2)o1
7. Cc1ccc2[nH]c(=O)c(COC(=O)C3CCCO3)cc2c1 (stereo not given)
8. Cc1ccc(C)c(N2CCN(CCCNC(=O)C3COc4ccccc4C3)CC2)c1 (stereo not given)
9. CC(=O)c1cccc(CN2CCC(n3nccc3NC(=O)CCCc3ccccc3)CC2)c1
10. Cc1nnc(SCC(=O)N2CCCC2)n(N)c1=O
screen / no.,1,2,3,4,5,6,7,8,9,10
mIDH1 inhibitor,-19%,1%,-4%,13%,-1%,2%,0%,-7%,4%,2%
TrxR1 inh,?,?,10%[57.1 µM],3%[57.1 µM],20%,-18%,1%[57.1 µM],5%[57.1 µM],-10%,23%[57.1 µM]
D2 agonist,-0.1,0.4,-1.0,4.7,nt,nt,-0.1,0.6,nt,-0.1
TrxR1 substrate,-16%,-10%,-2%[57.1 µM],1%[57.1 µM],8%,-9%,14%[57.1 µM],-3%[57.1 µM],-3%,11%[57.1 µM]
TRHR PAM,2,16,-4,2,-2,-4,2,-6,1,-3
PI4K2A inh,7,-5,0,1,-2,2,1,0,3,-3
TRHR agonist,-1.0,0.6,0.0,-0.4,-0.1,-0.2,-0.3,1.3,0.5,0.2
D2 antagonist,-6,-28,nt,nt,nt,nt,14,nt,nt,-17
USP1 inh,-4%,0%,-8%,-16%,-16%,-1%,-12%,-16%,4%,-7%

11. CCOC(=O)c1c(C)noc1-c1ccco1
12. S=C(Nc1ccc2c(c1)OCCO2)Nc1ccccc1Cl
13. CC(NS(=O)(=O)CCNC(=O)c1ccccc1)c1ccccc1 (stereo not given)
14. CC(C)C(NC(=O)c1ccc2c(c1)OCO2)C(=O)N/N=C/c1cccs1 (stereo not given)
15. O=C(Cc1ccc(Cl)cc1Cl)Nc1ccncc1
16. CC(NC(=O)C1CCCC1)C1CC2CCC1C2 (stereo not given)
17. O=C(Nc1ccc(F)cc1F)c1noc2c1CCC2
18. CCCOC(=O)Nc1c(C)cccc1C(C)C
19. CCc1cccc(Nc2ncnc3onc(-c4ccc(F)cc4)c23)c1
20. COc1cc(C(=O)N2CCN(c3cccc(C(F)(F)F)c3)CC2)ccc1OCC(=O)N1CCOCC1
screen / no.,11,12,13,14,15,16,17,18,19,20
mIDH1 inhibitor,0%,-3%,-21%,2%,-4%,4%,1%,4%,-12%,7%
TrxR1 inh,6%[57.1 µM],?,12%,-7%,29%,8%,?,4%,9%,-20%
D2 agonist,-1.0,-0.7,0.0,-1.8,0.5,-2.4,0.1,0.2,0.0,nt
TrxR1 substrate,7%[57.1 µM],3%,-2%,-6%,5%,7%,-2%[57.1 µM],-4%,4%,-17%
TRHR PAM,-1,0,-6,-6,16,12,-14,-7,-7,nt
PI4K2A inh,-19,-21,-6,-3,-4,1,-11,-3,-3,-1
TRHR agonist,0.1,-0.1,-0.3,-0.3,-0.3,-1.4,-0.2,-1.8,0.8,nt
D2 antagonist,7,-2,0,-26,5,7,6,2,nt,nt
USP1 inh,2%,-5%,-16%,-14%,-19%,-4%,-10%,-6%,11%,0%

21. O=C(Nc1nc2ccc(Cl)cc2s1)C1CCCO1 (stereo not given)
22. Cc1ccc(-n2cccc2/C=C2/C(=N)N3C(=NC2=O)SN=C3S(C)(=O)=O)cc1Cl
23. CCOc1ccccc1N(CC(=O)O)S(=O)(=O)c1ccccc1
24. CC(=O)NCCOc1c(C)cc(S(N)(=O)=O)cc1C
25. Oc1c(Br)cccc1/C=N/c1ncn[nH]1
26. CCCCN(C)CCCNC(=O)C1(O)c2ccccc2NC(=O)N1c1ccc(Cl)cc1 (stereo not given)
27. CN(C)S(=O)(=O)c1ccc(Cl)c(NC(=O)CN2CCCCCC2)c1
28. COc1ccc(CNc2nc(-c3ccccc3)nc3ccccc23)cc1OC
29. CN(C)S(=O)(=O)c1cccc(C(=O)Nc2cc(Cl)ccc2O)c1
30. CCOC(=O)c1cc(-c2ccccc2)n(-c2cccc(C(=O)N(C)c3ccc(C)cc3)c2)c1C
screen / no.,21,22,23,24,25,26,27,28,29,30
mIDH1 inhibitor,7%,-3%,3%,-1%,-9%,-9%,-1%,0%,8%,1%
TrxR1 inh,5%,?,7%,10%,9%,22%,7%[57.1 µM],8%,11%[57.1 µM],28%[57.1 µM]
D2 agonist,-0.9,-0.6,14,-1.6,-0.5,0.9,-2.9,-1.4,0.0,0.5
TrxR1 substrate,-4%,-10%,2%,-1%,8%,8%,9%[57.1 µM],7%,-10%,3%[57.1 µM]
TRHR PAM,-2,-9,-4,16,2,-8,-2,7,-3,19
PI4K2A inh,-1,-4,8,1,1,-1,5,3,2,2
TRHR agonist,0.9,1.9,0.1,0.3,0.6,0.3,0.7,-0.7,0.3,0.2
D2 antagonist,1,-3,11,11,-6,11,34*,-6,9,nt
USP1 inh,-24%,-25%,-11%,-1%,-16%,-20%,-11%,?,-8%,-1%

31. CC1=NN(c2ccccc2)C(=O)/C1=C\N1CC(C)OC(C)C1 (stereo not given)
32. CCOC(=O)c1cccc(C2=CC(=O)CC(C)(C)C2)c1
33. CCOC(=O)/C(C#N)=C1/C=Cc2ccccc2N1CC
34. COc1ccc2c(c1)c1c(c(=O)n(Cc3ccccc3)c(=O)n1CC(=O)NCc1ccccc1)n2C
35. Oc1c(Cl)cc(Cl)cc1CNc1nc2ccccc2[nH]1
36. COc1ccc(/C=C/C(=O)NC(C)(C)C)cc1S(=O)(=O)N1CCOCC1
37. COc1cccc(CC(=O)NNC(=O)c2ccc3c(c2)OCO3)c1
38. CC(C)CCCN1CCN=C1Nc1ccccc1
39. O=C(O)c1ccc(CSc2nc(-c3ccc(Cl)cc3)cc(C(F)(F)F)n2)cc1
screen / no.,31,32,33,34,35,36,37,38,39
mIDH1 inhibitor,6%,13%,3%,-1%,0%,3%,-9%,-14%,-6%
TrxR1 inh,-1%,8%,12%[57.1 µM],5%,4%[57.1 µM],-5%,8%,11%[57.1 µM],5%
D2 agonist,-0.5,-1.5,0.7,-1.0,3.7,1.3,-0.9,-0.3,-1.6
TrxR1 substrate,0%,-4%,6%[57.1 µM],-3%,2%[57.1 µM],-4%,0%,12%[57.1 µM],-7%
TRHR PAM,-6,18,8,0,-8,2,10,-6,-3
PI4K2A inh,?,-1,-3,5,-1,0,5,-2,-1
TRHR agonist,0.4,-1.2,-0.5,-0.7,1.3,-0.1,0.1,0.3,-0.4
D2 antagonist,-11,8,-5,nt,-3,11,4,39*,-14
USP1 inh,-11%,-25%,-13%,-3%,-22%,-18%,-22%,-21%,-12%

# Twelve entries from above, with bars between the fields.
no. | molecule | mIDH1 inhibitor | TrxR1 inh | D2 agonist | TrxR1 substrate | TRHR PAM | PI4K2A inh | TRHR agonist | D2 antagonist | USP1 inh
25 | Oc1c(Br)cccc1/C=N/c1ncn[nH]1 | -9% | 9% | -0.5 | 8% | 2 | 1 | 0.6 | -6 | -16%
26 | CCCCN(C)CCCNC(=O)C1(O)c2ccccc2NC(=O)N1c1ccc(Cl)cc1 (stereo not given) | -9% | 22% | 0.9 | 8% | -8 | -1 | 0.3 | 11 | -20%
27 | CN(C)S(=O)(=O)c1ccc(Cl)c(NC(=O)CN2CCCCCC2)c1 | -1% | 7%[57.1 µM] | -2.9 | 9%[57.1 µM] | -2 | 5 | 0.7 | 34* | -11%
28 | COc1ccc(CNc2nc(-c3ccccc3)nc3ccccc23)cc1OC | 0% | 8% | -1.4 | 7% | 7 | 3 | -0.7 | -6 | ?
29 | CN(C)S(=O)(=O)c1cccc(C(=O)Nc2cc(Cl)ccc2O)c1 | 8% | 11%[57.1 µM] | 0.0 | -10% | -3 | 2 | 0.3 | 9 | -8%
30 | CCOC(=O)c1cc(-c2ccccc2)n(-c2cccc(C(=O)N(C)c3ccc(C)cc3)c2)c1C | 1% | 28%[57.1 µM] | 0.5 | 3%[57.1 µM] | 19 | 2 | 0.2 | nt | -1%
31 | CC1=NN(c2ccccc2)C(=O)/C1=C\N1CC(C)OC(C)C1 (stereo not given) | 6% | -1% | -0.5 | 0% | -6 | ? | 0.4 | -11 | -11%
32 | CCOC(=O)c1cccc(C2=CC(=O)CC(C)(C)C2)c1 | 13% | 8% | -1.5 | -4% | 18 | -1 | -1.2 | 8 | -25%
33 | CCOC(=O)/C(C#N)=C1/C=Cc2ccccc2N1CC | 3% | 12%[57.1 µM] | 0.7 | 6%[57.1 µM] | 8 | -3 | -0.5 | -5 | -13%
34 | COc1ccc2c(c1)c1c(c(=O)n(Cc3ccccc3)c(=O)n1CC(=O)NCc1ccccc1)n2C | -1% | 5% | -1.0 | -3% | 0 | 5 | -0.7 | nt | -3%
35 | Oc1c(Cl)cc(Cl)cc1CNc1nc2ccccc2[nH]1 | 0% | 4%[57.1 µM] | 3.7 | 2%[57.1 µM] | -8 | -1 | 1.3 | -3 | -22%
36 | COc1ccc(/C=C/C(=O)NC(C)(C)C)cc1S(=O)(=O)N1CCOCC1 | 3% | -5% | 1.3 | -4% | 2 | 0 | -0.1 | 11 | -18%
